# AddAB inh: growth inhibition of E. coli expressing H. pylori AddAB, primary screen, AddAB inhibitor project, absorbance. inhibition, % at 11.9 µM. AID 435030, 2010. hit rate 0.29% among 330,000; in the data active = inhibition above about 12%;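 note: 0% = vehicle wells of infected cells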
# Tat export inh: E. coli Tat export inhibitors, primary screen, MC4100, TorA-mCherry reporter, fluorescence, single point. inhibition, % at 10 µM. hit rate 0.036% among 340,000;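 active = mean replicate inhibition at least 50% and at least half of replicates individually reaching 50%; inconclusive = only one of the two criteria met; inactive = neither criterion met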;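 note: exported cargo escapes ClpAP degradation while cytoplasmic cargo is degraded and loses fluorescence; 0% = median of neutral control wells and 100% = median of NaSCN control wells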
# phage Ecoli inh: growth loss of phage-infected E. coli, primary screen, RecBCD inhibitor project, absorbance, with phage, HTS; AID 651602, 2012; hit rate 0.26% among 360,000; inhibition, % at 11.9 µM; in the data active = inhibition above about 11%
# PvdQ acylase: P. aeruginosa PvdQ acylase inhibitors, primary screen, biochemical, fluorescence, plate reader and imaging, single point | purified PvdQ acylase | AID 488965, 2010 | hit rate 0.063% among 340,000 | PvdQ acylase [Pseudomonas aeruginosa LESB58] | inhibition, % at 10 µM; in the data active = inhibition above about 30%, passing the limit was not always enough; inconclusive = no clear call, values can overlap the other calls;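 note: 0% = vehicle neutral wells and 100% = reference inhibitor wells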
# Wnt act: Wnt/beta-catenin pathway activators, primary screen, cell-based, plate reader, single point; Wnt/beta-catenin reporter cell assay, activator; activation, % at 9.35 µM; hit rate 1.2% among 300,000; AID 743398, 2014; in the data active = activation above about 30%, passing the limit was not always enough; inconclusive = no clear call, values can overlap the other calls;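 note: 0% = neutral control wells and 100% = positive control wells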
# CAL PDZ inh: CAL PDZ peptide-binding inhibitors, primary screen, biochemical, fluorescence polarization, Cer-tagged CAL PDZ, HTS; purified CAL PDZ, TMR-peptide fluorescence polarization, 1 h; inhibition, % at 20 µM; hit rate 0.02% among 330,000;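 active = highest replicate inhibition of at least 40%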;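 note: plate controls were DMSO neutral control wells for no effect and unlabeled competitor peptide control wells for full effect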
#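 Test system: purified CerCALP PDZ construct; Compound dosing: one concentration, 20 µM compound; Also added: TMR-labelled reporter peptide T*-PRC34 bound in PDZ groove; Read-out: inhibition from polarization loss; Controls: unlabelled peptide and DMSO controls; Signal: FP readout, S and P plane fluorescence; Incubation: 1 h at RT.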
# DAGLB inh: DAGLB lipase inhibitors, primary screen, biochemical, fluorescence, HTS | Diacylglycerol lipase-beta (Homo sapiens), Q8NCG7 | HEK293T DAGLB membrane lysate, EnzChek fluorogenic substrate | inhibition, % at 5.17 µM | hit rate 0.059% among 340,000 | AID 504411, 2011; in the data active = inhibition above about 34%;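 note: 0% = enzyme with vehicle and 100% = wells lacking enzyme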
# Target sequence (Q8NCG7 whole entry, looked up): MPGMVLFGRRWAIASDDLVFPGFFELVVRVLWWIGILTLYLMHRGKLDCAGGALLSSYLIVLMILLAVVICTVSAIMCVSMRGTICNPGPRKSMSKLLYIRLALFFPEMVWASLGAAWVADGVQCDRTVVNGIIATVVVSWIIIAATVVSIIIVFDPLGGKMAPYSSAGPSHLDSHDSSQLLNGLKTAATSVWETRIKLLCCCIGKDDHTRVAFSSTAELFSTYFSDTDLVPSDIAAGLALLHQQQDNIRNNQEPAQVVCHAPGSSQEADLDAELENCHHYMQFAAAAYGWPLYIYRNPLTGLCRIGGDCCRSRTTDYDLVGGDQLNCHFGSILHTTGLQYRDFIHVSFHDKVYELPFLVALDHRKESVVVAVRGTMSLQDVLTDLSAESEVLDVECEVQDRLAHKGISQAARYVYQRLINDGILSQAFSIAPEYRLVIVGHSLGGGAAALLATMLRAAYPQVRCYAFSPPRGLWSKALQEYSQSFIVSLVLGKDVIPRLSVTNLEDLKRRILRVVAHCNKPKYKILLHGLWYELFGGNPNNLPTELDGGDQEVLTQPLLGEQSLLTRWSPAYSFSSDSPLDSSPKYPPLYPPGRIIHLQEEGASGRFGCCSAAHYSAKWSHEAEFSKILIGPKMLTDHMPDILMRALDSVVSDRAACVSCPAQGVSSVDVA
# PfHsp90 set2: growth inhibition of PfHsp90-expressing yeast, primary screen, antimalarial PfHsp90 inhibitor project, S. cerevisiae, BacTiter-Glo luminescence, single point, set 2 | AID 504621, 2011 | inhibition, % at 9.4 µM | hit rate 0.32% among 310,000 | BacTiter-Glo ATP, 48 h; yeast lacking PDR1 and PDR3 efflux regulators;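 active = every replicate shows inhibition above about 80%, whatever the replicate mean, limit read from the data; inconclusive = mean inhibition reaches the set limit but some replicate falls short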;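 note: 0% = DMSO neutral controls and 100% = 20 µM radicicol positive controls; yeast relying on Plasmodium falciparum Hsp90 in place of its own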
# E coli growth: E. coli V3065 growth inhibition, primary screen, counter-screen for AddAB inhibitor project, absorbance, OD600 | inhibition, % at 11.9 µM | hit rate 0.27% among 330,000 | 18 h;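 active = inhibition above the campaign's mean inhibition across all tested compounds plus 3 SD, cut at about 9.9% in these data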;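 note: uninfected addAB+ strain grown without phage in ampicillin broth; 0% = DMSO wells and 100% = ciprofloxacin 0.95 µg/ml wells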
# Rtt109 HAT inh: inhibitors of C. albicans Rtt109/Vps75 HAT, primary screen, biochemical, ThioGlo CoA-SH fluorescence, plate reader | Histone acetyltransferase RTT109 (Candida albicans (strain SC5314 / ATCC MYA-2876)), … | purified Rtt109/Vps75, 4 h | inhibition, % at 34.9 µM | hit rate 0.16% among 330,000 | AID 540336, 2011;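 active = inhibition of at least 50% in every replicate; inconclusive = best replicate reaches 50% inhibition but some replicates fall short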
# Target sequence (Q5AAJ8 whole entry, looked up): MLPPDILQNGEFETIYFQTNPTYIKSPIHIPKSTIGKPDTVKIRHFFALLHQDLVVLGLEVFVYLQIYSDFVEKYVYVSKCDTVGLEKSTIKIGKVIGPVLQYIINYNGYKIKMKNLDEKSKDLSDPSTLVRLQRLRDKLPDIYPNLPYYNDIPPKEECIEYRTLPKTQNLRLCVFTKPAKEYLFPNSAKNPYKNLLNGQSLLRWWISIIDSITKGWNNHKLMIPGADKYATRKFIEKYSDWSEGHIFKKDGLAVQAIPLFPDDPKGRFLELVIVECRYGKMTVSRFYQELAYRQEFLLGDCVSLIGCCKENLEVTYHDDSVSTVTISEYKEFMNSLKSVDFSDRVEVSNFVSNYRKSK
# An asterisk follows results filed as active; ? = inconclusive; · = no result given. Compounds were not picked by outcome; any-hit rate near 1.9%.
structure,Tat export inh,Wnt act,PvdQ acylase,AddAB inh,Rtt109 HAT inh,E coli growth,PfHsp90 set2,DAGLB inh,CAL PDZ inh,phage Ecoli inh
COCCSc1nnc(NC(=O)c2cc(OC)c(OC)cc2[N+](=O)[O-])s1,15.7,-2.8,3.6,2.7,-3.4,1.9,3.5,1.7,5.2,2.8
COc1ccc(C(=O)NC(=S)NCc2cccnc2)cc1Br,-3.3,-2.0,-12.3,0.9,-2.8,1.1,-18.6,1.7,-3.6,2.5
O=S1(=O)[C@H]2C[C@@H]3C=C[C@@]2(CN1Cc1ccc(Cl)cc1)O3,-11.5,-2.0,-10.2,0.8,-2.5,-0.3,19.2,2.2,0.9,1.8
O=C1CCSc2c1ccc1ccccc21,-0.2,-4.5,0.9,·,9.3,·,-22.5,-8.2,-0.7,1.2
COc1ccc(S(=O)(=O)N2CCC(C(=O)N3CCN(C)CC3)CC2)cc1Cl,?,-0.4,3.0,4.2,-0.2,3.3,-2.8,-1.1,-0.3,-1.3
CC1NC(=S)N(C2CCCCC2)C1=O (stereo not drawn),-1.5,-1.1,-9.0,0.5,0.8,3.5,-48.6,-0.9,6.4,4.4
C=CCn1c(CCNC(=O)c2cccs2)nnc1SCC(=O)c1ccc(Cl)cc1,-0.3,·,-0.6,1.5,-1.1,0.1,6.7,0.8,-1.7,2.8
CCCCN(C(=O)c1ccc(S(=O)(=O)N2CCCC2)cc1)C1CCS(=O)(=O)C1 (stereo not drawn),-4.3,0.0,8.3,-0.4,-3.7,-1.8,·,-4.6,-1.7,-0.2
Cc1cc2nn(-c3ccccc3)nc2cc1NC(=O)c1cccs1,-2.5,30.9*,-4.3,1.4,1.3,-2.9,·,-8.2,-2.6,0.3
COc1ccc(S(=O)(=O)N(C)CC(=O)Nc2ccccc2SC)cc1Cl,12.6,·,10.5,2.2,16.9,0.5,-1.9,-2.8,-0.1,2.9
CCOC(=O)/C=C(C)\C=C\c1c[nH]c2ccccc12,5.2,5.0,-12.9,2.7,10.1,-0.8,-9.7,-5.3,1.2,0.8
CC1(C)CC2(CCO1)N1CC3(C)CN2CC(C)(C1)C3=O (stereo not drawn),1.4,·,-14.7,1.0,-3.9,1.7,1.4,-1.6,-0.3,0.4
Cc1ccc(-n2c(O)c(/C=N/Nc3ccc(S(=O)(=O)N4CCOCC4)cc3[N+](=O)[O-])c3ccccc3c2=O)c(C)c1,-1.5,-4.4,25.9,-1.3,5.4,-1.4,-3.6,34.8*,-0.2,2.4
CN(C)c1ccc(/C=N/Nc2nc3ccccc3o2)cc1,-4.0,26.6,-8.3,-2.5,2.0,-0.6,20.9,3.4,-1.6,-1.4
Cc1cccc2cc(C#N)c(N3CCOCC3)nc12,-3.3,0.6,15.3,2.7,-2.0,-0.8,-6.5,-0.8,-1.3,1.7
COc1cc(C=C2C(=O)c3ccccc3C2=O)cc(OC)c1OC,-4.1,1.9,-4.2,0.4,4.4,-1.0,-10.4,7.1,-1.5,3.7
Cc1ccc(S(=O)(=O)NCCC(=O)OCC(=O)Nc2cccc(Cl)c2)cc1,20.3,-3.8,-18.3,1.3,-1.5,1.4,-7.2,2.2,-0.8,-1.5
O=C(OCC(=O)N1CCc2ccccc21)[C@@H]1CC(O)CN1S(=O)(=O)c1ccccc1[N+](=O)[O-] (stereo partly drawn),-1.6,-0.5,-12.3,1.5,1.4,2.1,7.4,-0.4,-0.1,5.3
O=C(Nc1cccc([N+](=O)[O-])c1)c1ccc(CSc2ccccc2)cc1,-12.1,·,-18.6,4.6,-1.3,2.5,1.1,-6.9,0.3,1.2
CCOc1ccccc1N1CCN(C(=O)NCc2ccc(Cl)cc2)CC1,-3.4,-1.9,-1.1,-2.9,4.2,-2.0,0.0,-3.8,-2.7,3.3
CN(C)CCC(=O)C(Cc1ccccc1)c1ccccc1 (stereo not drawn),0.2,1.6,3.5,0.2,·,-1.7,-23.1,3.3,1.3,3.5
NC(=O)c1ccsc1NC(=O)CS(=O)(=O)c1ccc(F)cc1,15.1,4.8,-7.6,-1.2,0.3,-0.3,6.9,3.9,-1.8,3.5
CC(=O)NC12CC3CC(C1)CC(C(=O)N(C)CC(=O)Nc1cccc(F)c1)(C3)C2,-0.3,2.5,-13.1,0.6,2.8,-1.6,18.2,0.8,-0.2,2.4
Cc1cccc(N2CCN(CCNC(=O)c3cc4c(s3)CS(=O)(=O)C4)CC2)c1C,1.0,0.5,-5.1,2.7,0.1,-0.2,-45.2,0.6,0.4,3.7
Cc1ccc(CNC(=O)C2CCN(S(=O)(=O)c3ccc(Br)s3)CC2)cc1,2.2,9.8,12.1,5.1,12.3,0.9,-8.0,-3.9,-1.6,1.2
CCOC(=O)c1c(C)c(C)n(Cc2ccc(OC)c(OC)c2)c1C,4.7,-4.6,-9.1,3.6,-7.9,-1.0,-24.4,-1.2,-0.4,2.5
CN(CC(=O)Nc1ccccc1C(F)(F)F)C(=O)Cn1c(=O)oc2ccccc21,-7.0,-2.8,-3.9,0.0,4.1,1.9,19.9,-3.1,-0.9,1.6
CC(C)(C)NC(=O)COC(=O)/C=C/c1ccc(F)cc1,-13.8,-2.4,-14.8,-0.5,-0.8,1.7,17.6,-2.5,-0.6,3.2
CCC(CC)c1nnc(NC(=O)COc2ccc3c(C)cc(=O)oc3c2)s1,2.7,·,9.5,2.5,3.7,0.2,-20.6,-1.2,-3.3,1.6
CN1CCN(c2ccccc2NC(=O)c2ccc(N3CCCCC3)c([N+](=O)[O-])c2)CC1,3.3,-1.9,-5.3,-0.7,-4.2,0.8,·,5.8,-0.1,0.7
CCc1ccc(C2=NN(CCC(=O)NCc3cccs3)C(=O)CC2)cc1,0.9,0.2,2.8,1.8,-1.0,0.4,11.5,-1.7,0.2,2.1
CCOc1ccccc1/C=N/NC(=O)c1nnn(-c2nonc2N)c1CN1CCCCCC1,-1.1,-1.1,-8.9,3.9,1.5,-0.9,18.8,0.0,0.1,1.8
CC1(C)Cc2nc3oc4c(=O)n(CC(=O)Nc5ccccc5)cnc4c3cc2CO1,3.8,-8.8,-12.9,3.0,-4.0,1.4,3.3,-1.3,-0.8,4.8
COc1ccccc1Nc1ccc([N+](=O)[O-])cc1N,-6.0,-0.6,-8.1,-2.1,-12.2,1.6,-6.5,23.4,0.2,-1.2
CC(C)(C)[C@@H]1COC(=O)[C@H](Cc2ccc(F)cc2)CC/C=C\C[C@@H](CC(=O)NCCO)C(=O)N1,2.8,-1.3,4.8,2.7,-0.7,-2.7,10.4,-2.4,1.4,2.3
Cn1c(N)c(C(=O)COC(=O)Cc2cccc(C(F)(F)F)c2)c(=O)n(C)c1=O,-1.2,1.2,-7.7,3.5,-0.3,1.7,10.9,1.0,-0.3,-0.4
COc1cc(SC)ccc1C(=O)NCCOc1ccc(C)c(C)c1,13.7,-3.0,-7.4,4.3,-5.7,0.7,-17.5,-21.7,-1.1,3.1
CCOc1cccc(C(=O)N/N=C/c2ccoc2)c1,0.4,0.1,-13.0,·,13.0,·,-27.1,-0.4,-1.3,2.7
Cc1ccc(C(=O)NN2CCOCC2)cc1,-8.9,·,-11.5,-0.5,8.8,-0.7,-3.1,0.2,-0.5,3.3
O=C(CSc1nnc(CNC(=O)c2ccc(F)cc2)o1)NCCc1ccccc1,-0.6,-1.7,8.1,2.3,18.5,1.0,5.1,-2.2,-2.0,1.9
CCCNC(=O)NCc1ccc(N2CCCC2=O)cc1,4.7,·,-5.9,0.2,-3.2,1.9,27.0,-0.1,-1.9,0.2
O=C(c1cccnc1)N1CCN(S(=O)(=O)c2ccc3ccccc3c2)CC1,1.9,-3.0,1.3,1.4,14.0,-1.6,2.6,-0.4,-0.8,2.6
CCOC(=O)Cn1c(S(=O)(=O)Cc2ccc(Cl)cc2)nc(-c2ccccc2)c1-c1ccccc1,3.3,·,-8.7,0.5,-4.8,-1.0,-7.3,-12.8,0.5,3.3
CCNC(=O)/C(C#N)=C/c1c(N2CCOCC2)nc2ccccn2c1=O,-1.9,·,-7.6,2.8,-52.7,0.1,32.4,0.2,-0.9,2.9
CC[C@]12c3[nH]c4cc(-c5ccco5)ccc4c3CCN1C(=O)[C@@H](CC(=O)NCC13CC4CC(CC(C4)C1)C3)C[C@@H]2C(=O)N1CCN(C(=O)C2CC2)CC1,9.5,-2.0,-8.2,-0.2,4.9,1.6,-26.2,6.0,-1.3,2.6
CCn1cc(CN2CCC(n3nccc3NC(=O)c3ccccc3C)CC2)cn1,-4.3,-1.3,-14.6,3.7,-1.0,3.5,-3.9,0.8,1.5,-0.2
COc1ccc(/C=N/OC(=O)c2ccc(Cl)cc2)c(Cl)c1OC,·,0.6,·,1.7,·,-0.4,·,·,·,-0.8
CC(=O)c1ccc(NS(=O)(=O)c2ccc(C(C)(C)C)cc2)cc1,-2.9,-0.4,3.6,3.4,-2.4,0.6,-9.2,-3.1,0.0,1.6
N/C(Cc1ccc([N+](=O)[O-])cc1)=N\OC(=O)c1ccc2ccccc2c1,-2.2,·,-7.4,-0.4,5.2,1.5,15.1,-13.5,-2.3,2.4
CCc1ccc(NC(=O)N(C2CCCCC2)C(C)c2cccnc2)cc1 (stereo not drawn),-3.6,·,-5.9,1.1,-6.5,-0.7,-2.9,-0.7,-2.3,1.2
CCOC(=O)C(C)n1cnc2c(cnn2-c2ccc(Cl)cc2)c1=O (stereo not drawn),-0.8,·,2.9,0.8,-26.5,-0.4,-6.3,-0.4,0.4,-0.7
Cc1ccccc1C(=O)N1CCC(C(=O)Oc2ccc(C#N)cc2)CC1,-1.4,-1.4,12.9,-0.6,1.6,-0.7,-12.8,-1.0,-1.3,1.6
CCOc1ccc(NC(=O)CCC(=O)Nc2nnc(CC)s2)cc1,-9.7,-0.4,-2.6,1.5,-4.5,-1.4,-1.6,-0.9,0.2,0.1
Nc1ccn([C@H]2CC[C@@H](CO)O2)c(=O)n1,-8.5,-4.1,-11.1,-0.6,-6.2,-3.1,-16.0,-0.8,-0.6,4.1

# Sorted by heavy-atom count (falling): three of the compounds above.
structure,Tat export inh,Wnt act,PvdQ acylase,AddAB inh,Rtt109 HAT inh,E coli growth,PfHsp90 set2,DAGLB inh,CAL PDZ inh,phage Ecoli inh
O=C(CSc1nnc(CNC(=O)c2ccc(F)cc2)o1)NCCc1ccccc1,-0.6,-1.7,8.1,2.3,18.5,1.0,5.1,-2.2,-2.0,1.9
CCNC(=O)/C(C#N)=C/c1c(N2CCOCC2)nc2ccccn2c1=O,-1.9,·,-7.6,2.8,-52.7,0.1,32.4,0.2,-0.9,2.9
Cc1ccc(C(=O)NN2CCOCC2)cc1,-8.9,·,-11.5,-0.5,8.8,-0.7,-3.1,0.2,-0.5,3.3

# Screening results deposited in PubChem by several laboratories.
